Screening results deposited in PubChem BioAssay by NCI.
Growth percent in the NCI-60 one-dose screen (48 h, 10 µM unless noted): 100 = growth as untreated, 0 = no growth, -100 = all killed.
HL-60(TB) = HL-60(TB) leukemia cells; hit rate 9% among 78,000; AID 1794776; active = growth percent below 10
* hit, by the source's call; & = joins results of further samples.

SMILES	HL-60(TB)
COc1ccc(-c2nc(-c3ccccc3)c(-c3ccccc3)n2-c2ccc(C(=O)O)cc2)cc1	96.8
COc1cc(S(C)=O)ccc1-c1nc2ncccc2[nH]1 (configuration not stated)	102.2
CCCCN(CCC#N)C(N)=O	99.6
CSc1ncnc2nn(C3OC(COC(=O)c4ccccc4)C(OC(=O)c4ccccc4)C3OC(=O)c3ccccc3)nc12 (configuration not stated)	102.6
CCN1CCN(c2ccc(NC(=O)Nc3ccc4c(ccn4-c4ccnc(C(=O)NC)c4)c3)cc2C(F)(F)F)CC1	96.6
Cc1ccc(S(=O)(=O)N/N=C2/C(=O)C3CCC2C3)cc1 (configuration not stated)	96.6
Cc1nc(Nc2ccc(Br)cc2)sc1C(=O)O	89.7
CCc1ccccc1Nc1nc(-c2c(C)nc3sccn23)cs1	77.8
COc1cccc(N2CCN(c3ncnc4c3[nH]c3ccc(F)cc34)C[C@@H]2C)c1	-38.8*
CCOC(=O)CNC(=O)c1ccccc1	99.4&100.6
O=C(Nc1ccccc1)Nc1ccc(C(=O)/C=C/c2ccc(N3CCOCC3)cc2)cc1	102.9
O=S(=O)(Oc1ccc(-c2cn3ccsc3n2)cc1)c1cc(C(F)(F)F)cc(C(F)(F)F)c1	109.9
Cc1ccc(C(=O)/C=C/c2ccccc2)s1	97.1
Cc1cccc(C(=O)c2ccc(Cl)cc2)c1O	85.2
N#Cc1c(-c2ccc(F)cc2)nc(NN2C(=O)c3ccccc3C2=O)nc1N1CCOCC1	91.4
CC1(C)N=C(N)N=C(N)N1c1cccc(CCc2ccccc2)c1	32.4
CCOC(=O)C1=C(C)NC(=O)NC1c1ccc(OCC(=O)N/N=C(/C)c2ccccc2)cc1 (configuration not stated)	91.1
CCC(/C=N/N=C(N)N)OC (configuration not stated)	101.9
COc1ccc(/C=C(\c2cc(OC)c(OC)c(OC)c2)c2nnc(-c3cccs3)o2)cc1	92.0
N#C/C(C(=O)c1ccccc1)=C1/C(=O)Nc2ccc(Br)cc21	145.7
Cc1cccc(Nc2cc(C)nc(N)n2)c1	87.5
Nc1ccc(C(=O)/C=C/c2ccccc2)cc1	27.4
CCCCc1n(Cc2ccc3ccccc3n2)cc[n+]1Cc1ccc2ccccc2c1	-46.1*
COc1ccc(-c2nc(SCCNS(C)(=O)=O)[nH]c(=O)c2C#N)cc1	108.0
COC(=O)CC1CSC(=S)N1c1cccc(F)c1 (configuration not stated)	96.5
O=S(=O)(Cl)c1cc(Cl)ccc1Cl	104.3
COc1cc2cc(c1Cl)N(C)C(=O)C[C@H](OC(=O)[C@H](C)N(C)C(C)=O)[C@]1(C)O[C@H]1[C@H](C)[C@@H]1C[C@@](O)(NC(=O)O1)[C@H](OC)C=C/C=C(\C)C2	-25.6*
S=c1nc[nH][nH]1	85.0
O=C(/C=C/c1cccc(O)c1)c1ccc(O)cc1	72.3
COc1c(N2CCNC(C)C2)c(F)cc2c(=O)c(C(=O)Oc3ccc(-c4cssc4=S)cc3)cn(C3CC3)c12 (configuration not stated)	106.3
CC(=O)/C(=C/n1ccc(=O)[nH]c1=S)C(=O)Nc1ccc([N+](=O)[O-])cc1	113.1
N#C[Se]CCN1C(=O)C2C(C1=O)[C@H]1C=C[C@@H]2S1 (some centres not stated)	-48.1*
COc1ccc(-c2nnc(N3CCN(C(=O)CN4CCN(c5ccccc5)CC4)CC3)nc2-c2ccc(OC)cc2)cc1	-58.6*
Cc1noc(-c2[nH]c(C)c3c2CCCCC3=O)n1	53.6
Cc1ccc(CC(N)=O)cc1	95.0
O=C(c1nc2ccccc2[nH]1)C1C(c2ccc(Cl)cc2Cl)C2CSCN2[C@@]12C(=O)Nc1ccccc12 (some centres not stated)	80.7
CCCSCCC(C)(N)C(=O)O (configuration not stated)	101.5
CCN1C(=O)N(CC)C2NNC(Sc3c(C(=O)O)c4ccccc4n(CCC(C)C)c3=O)=NC21 (configuration not stated)	-48.1*
Nc1c(O)c(Cl)cc(Cl)c1Cl	85.2
Nc1ccc(C(=O)Nc2cccc(-c3nc4ccccc4c(=O)[nH]3)c2)cc1	97.8
Cc1ccc(S(=O)(=O)N/N=C2/CC(C)(C)CC(=O)C2(C)C)cc1	98.5
C/C(=N\Nc1ncc(-c2ccc3occc3c2)s1)c1cc2ccccc2o1	76.9
CC(C)(S)[C@H](N)C(=O)O	102.5
COc1cc(C(=O)O)c(O)c(C(C)(C)C)c1	106.1
O=C1OC(c2ccc(-c3ccccc3)cc2)=C/C1=C/c1cccs1	75.0
COc1cc(-c2cc(=O)c3c(C)cc(O)cc3o2)cc(OC)c1OC	82.9
CCCCCCCCCCCCCCCC(=O)N1CCOCC1	93.4
O=C1OCCN1CCO	134.2
CC12CC(O)C3C(CCC4=CC(=O)CCC43C)C1CCC2=O (configuration not stated)	104.4
CSc1nc(Nc2ccccc2)c2c(F)cccc2n1	85.0
CCCC(=O)Oc1ccc(/C(=C(/C)Cc2cccc(OC)c2)c2ccc(OCCN3CCCCC3)cc2)cc1	93.0
Cc1ccc(S(=O)(=O)Oc2cc3oc(=O)c4c(c3cc2Cl)CCCCCC4)cc1	92.0
O=C([O][Sn]([O]C(=O)c1ccccn1)([c]1ccccc1)[c]1ccccc1)c1ccccn1	68.5
O=C(CN1C(=O)c2ccccc2S1(=O)=O)Nc1nc(-c2cc3ccccc3oc2=O)cs1	100.7
O=C1COc2ccccc2N1	97.4
O=C1NC(=O)C(Cc2ccc(OCc3ccc(-c4cccc(F)c4)cc3)cc2)S1 (configuration not stated)	97.8
CS(=O)c1ccc([N+](=O)[O-])cc1[N+](=O)[O-] (configuration not stated)	101.3
CNC(=O)c1cc(Oc2ccc(NC(=O)Nc3ccc(Cl)c(OC)c3)c(F)c2)ccn1	85.4
COc1cc(C(=O)N/N=C/c2cccc([N+](=O)[O-])c2)cc(OC)c1OC	41.3
CC1(C)[C@@H](O)CC[C@]2(C)[C@H]3C=CC4=C5C[C@](C)(CO)CC[C@]5(C)CC[C@@]4(C)[C@]3(C)CC[C@@H]12	101.4

Gathered by group: the entries above containing a thiophene ring, fused or not (3)
SMILES	HL-60(TB)
Cc1ccc(C(=O)/C=C/c2ccccc2)s1	97.1
COc1ccc(/C=C(\c2cc(OC)c(OC)c(OC)c2)c2nnc(-c3cccs3)o2)cc1	92.0
O=C1OC(c2ccc(-c3ccccc3)cc2)=C/C1=C/c1cccs1	75.0

Reformatted as a markdown table: part of the list above.
| canonical_smiles | HL-60(TB) |
| --- | --- |
| CCCCCCCCCCCCCCCC(=O)N1CCOCC1 | 93.4 |
| CNC(=O)c1cc(Oc2ccc(NC(=O)Nc3ccc(Cl)c(OC)c3)c(F)c2)ccn1 | 85.4 |
| COc1cc(C(=O)N/N=C/c2cccc([N+](=O)[O-])c2)cc(OC)c1OC | 41.3 |

(more compounds)
SMILES	HL-60(TB)
CCc1ccc(Nc2ccc3c(Oc4ccnc(C(=O)NC)c4)cccc3n2)cc1	92.2
COC(=O)[C@@H]1CCCN1C(=O)[C@@H]1CCCN1C(=O)[C@@H](Cc1c[nH]c2ccccc12)NC(=S)Nc1cc(C(F)(F)F)cc(C(F)(F)F)c1	11.1
COC(=O)c1ccc(N)cc1O	115.9
N#CC1=C(N)Oc2c(sc3c(Br)cccc23)C1c1ccc([N+](=O)[O-])cc1 (configuration not stated)	-13.7*
CCOC(=O)NNc1cccc(Cl)c1	110.2
O=C1NC(=S)/C(=C/c2cn(-c3ccccc3)nc2-c2ccccc2)S1	21.0
COc1ccc(OC)c(/C=C2/C=C(c3ccc(Cc4ccccc4)cc3)N(CCc3ccc(S(N)(=O)=O)cc3)C2=O)c1	91.7
CCOC(=O)c1cn([C@H]2CC(=O)[C@@H]3OC[C@H]2O3)nc1N	101.6
NC(=O)N/N=C\c1ccco1	102.1
O=C(O)CN1C(=O)S/C(=C2\C(=O)N(CC3CCCCC3)c3ccc(-c4ccc(-c5ccccc5)cc4)cc32)C1=O	98.8
CC(=O)Oc1cc(OC(C)=O)c2ccccc2c1OC(C)=O	23.3
CCOC(=O)C1CN(CC)C(=O)C1=O (configuration not stated)	101.7
COc1ccc(NC(=S)Nc2nc3c(=O)[nH]nc(-c4ccc(C)cc4)c3s2)cc1	85.5
C=C(C)[C@@H]1CC[C@]2(C=O)CC[C@]3(C)[C@H](CC[C@@H]4[C@@]5(C)CCC(=O)C(C)(C)[C@@H]5CC[C@]43C)[C@@H]12	87.9
NC(=S)Nc1ccc2c(c1)Cc1ccccc1-2	77.4

Random excerpt: two entries already listed.
SMILES	HL-60(TB)
NC(=S)Nc1ccc2c(c1)Cc1ccccc1-2	77.4
N#CC1=C(N)Oc2c(sc3c(Br)cccc23)C1c1ccc([N+](=O)[O-])cc1 (configuration not stated)	-13.7*

Other entries
SMILES	HL-60(TB)
NC(N)=NNC=O	158.9
Cc1nn(-c2ccc(-c3ccc(OC(F)(F)F)cc3)cc2)c2nc(Cc3ccccc3)nc(N)c12	88.3
CC(=O)N/C(=C1/OCCN1Cc1ccccc1)[P+](c1ccccc1)(c1ccccc1)c1ccccc1	87.8
CCCCOC(=O)c1ccco1	100.5
COc1cccc(/C=C2\Oc3cc(OCCN4CCCC4)ccc3C2=O)c1	99.6
COc1ccccc1-n1cnc(N)c1C(=O)c1cc(OC)c(OC)c(OC)c1	10.9
OCc1ncc(-c2cc(C(F)(F)F)cc(C(F)(F)F)c2)c(NC2CCCCCC2)n1	93.6
CCOC(=O)Nc1csnn1	81.9
CS(=O)(=O)Nc1ccccc1	70.8
O=[N+]([O-])c1ccc(N2CCOCC2)c([N+](=O)[O-])c1	80.2
CCN(CC)Cc1cc(C(C)(C)CC(C)(C)C)cc(-c2ccccc2)c1O	128.4
N#Cc1c(-c2cccc(Cl)c2)nn(CC(=O)N2CCOCC2)c1N	102.8
O=C(N/N=C/c1cc[nH]c1)c1cn(C2CC2)c2cc(N3CCNCC3)c(F)cc2c1=O	98.5
COc1ccccc1NC(=O)N/N=c1\cc(C)c2ccc(O)cc2o1	98.0
Cc1ccc2nc(COc3ccc(C(=O)NNC(=O)Nc4ccc(Cl)c(Cl)c4)cc3)[nH]c2c1	102.1

In the list so far, these contain an aryl thioether with sulfur outside any ring.
SMILES	HL-60(TB)
CSc1ncnc2nn(C3OC(COC(=O)c4ccccc4)C(OC(=O)c4ccccc4)C3OC(=O)c3ccccc3)nc12 (configuration not stated)	102.6
COc1ccc(-c2nc(SCCNS(C)(=O)=O)[nH]c(=O)c2C#N)cc1	108.0
CSc1nc(Nc2ccccc2)c2c(F)cccc2n1	85.0

Continuation:
SMILES	HL-60(TB)
[Cl-].[Rh+3].c1ccc(-c2ccnc3c2ccc2c(-c4ccccc4)ccnc23)cc1.c1ccc(-c2ccnc3c2ccc2c(-c4ccccc4)ccnc23)cc1.c1ccc(-c2ccnc3c2ccc2c(-c4ccccc4)ccnc23)cc1	99.9
Cc1ccc(-c2nn(C)c(=O)c3noc(-c4ccc(C)cc4)c23)cc1	29.3
CC(=O)Oc1ccccc1C(=O)Oc1ccccc1	73.8
O=C1c2ccccc2C(=O)C2OC12 (configuration not stated)	78.4
ClCc1cc(Cl)c(Cl)cc1Cl	91.0
COCOc1ccc(/C=C/C(=O)NC(Cc2ccccc2)C(O)C(=O)NCc2ccccc2)cc1OCOC (configuration not stated)	88.7
C/C(=N\Nc1ccc([N+](=O)[O-])cc1[N+](=O)[O-])c1ccc(Cl)cc1	100.1
COC(=O)[C@]12CC[C@@H](C)[C@H](C)[C@@H]1C1=CC[C@@H]3[C@@]4(C)C[C@@H](OC(C)=O)[C@H](OC(C)=O)[C@@](C)(COC(C)=O)[C@@H]4[C@H](O)C[C@@]3(C)[C@]1(C)CC2	-10.2*
CC(=O)C1CCC2C3CCC4=CC(=O)CCC4(C)C3C(O)CC12C (configuration not stated)	80.6
O=C(CS(=O)(=O)c1ccccc1)Nc1ccc(C(=O)O)cc1	99.4
CC(=O)Nc1ccc2ccccc2c1[N+](=O)[O-]	138.6
O=C(NC1c2ccccc2Oc2ccccc21)c1ccc([N+](=O)[O-])cc1	117.3
CC(C)c1ccc(NC(=O)Nc2ccc(NC(=O)CCCC(=O)NO)cc2)cc1	110.7
O=C(Nc1cccc2ccccc12)N(c1ccccc1)c1ccccc1	103.4
CCOC(=O)c1cnn(CC(C)O)c1NC(=O)NCc1cccc(F)c1 (configuration not stated)	90.5
C=CCn1c(SCC(=O)Nc2ccc(C(=O)/C=C/c3ccccc3)cc2)nnc1-c1c[nH]c2ccccc12	32.4
CCN(CC)CCOc1cc(C)ccc1C(C)C	100.8&104.6
CCCOCC(O)c1ccccc1 (configuration not stated)	72.6
N#CC(c1ccccc1)C(C/C(=N\O)c1ccccc1)c1ccccc1 (configuration not stated)	84.0
CSc1nc(=O)n(-c2ccc3c(c2)OCCO3)c(=O)n1Cc1ccc(C(C)(C)C)cc1	92.2
O=C(N/N=C/c1ccc(Br)s1)c1[nH]c2ccc(Br)cc2c1-c1ccccc1	-43.4*
O=C(O)/C=C/c1cn(-c2ccccc2)nc1-c1ccc(Cl)cc1	92.3
CCOC(=O)/C(C#N)=C\c1ccc(N(CC)CC)cc1	81.4
COC(=O)C1=Nc2c/c(=C\c3[nH]c(=S)[nH]c3O)oc2=C1	115.7
COc1cc(/C=C/C(=O)c2c(C)nc3ccccc3c2C)ccc1OCCCOc1cc2c(cc1OC)C(=O)N1CCC[C@H]1C=N2	-33.0*
Oc1ccc(CCn2c(O)c(/C=C3\C=Nc4ccccc43)sc2=S)cc1	68.4
COc1cc(OC)cc(N2C(=O)N(Cc3ccc(C(C)(C)C)cc3)c3ccccc3S2(=O)=O)c1	67.9
CCOC(=O)c1cnc2ccc(Br)cc2c1Nc1cccc(S(=O)(=O)NC)c1	119.4
COc1ccc(C2CC(c3ccc(N4CCOCC4)cc3)=NN2c2nc(-c3ccc(F)cc3)c(C#N)c(N3CCOCC3)n2)cc1OC (configuration not stated)	84.8
O=C(/C=C/C(=O)N1CCc2ccccc2C1)N1CCc2ccccc2C1	103.8
Nc1nc(-c2cc(-c3ccco3)nc(N)n2)cc(-c2ccco2)n1	92.5
NS(=O)(=O)c1ccc(CCn2c(SCC(=O)N/N=C/c3cc(Cl)ccc3Cl)nc3ccccc3c2=O)cc1	86.0
O=C1C=C(N2C3C4CCC(C4)C32)C(=O)C=C1c1ccccc1 (configuration not stated)	44.8
CCCCCCCCN(CCCCCCCC)CC(O)c1cc(Cl)ccc1OC (configuration not stated)	73.4
CC(=O)NNC(=S)/N=C/c1c(C)[nH]n(-c2ccccc2)c1=O	100.5
CNc1ccc(Br)c2c1C(=O)c1ccccc1C2=O	97.1
O=C(CC(O)(c1ccccc1)c1ccccc1)Nc1ccccn1	93.2

Not all compounds are listed. The share of hits here may be higher or lower than overall.
